PPARg SRC-2 ag = promotes SRC-2 coactivator recruitment by human PPARgamma; PPARgamma LBD-SRC-2 recruitment, biochemical; AID 1032; 0.34% of 200,000 active; activation, % at 8 µM; in the data active = activation above about 22%;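 also: 0% = vehicle and 100% = reference agonist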
ROMK primary = modulates human ROMK potassium channel activity; AID 1918; B-score at 10 µM; Tet-inducible ROMK, thallium flux fluorescence; actives lie on both sides; P48048; 2% of 130,000 active;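 active = signal ratio slope over the read window, or its plate-corrected B-score, at least 3 SD from the plate mean, either direction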;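 also: B-score of the F/F0 ratio slope over 7 to 12 s after thallium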
Target sequence (P48048 whole entry, looked up): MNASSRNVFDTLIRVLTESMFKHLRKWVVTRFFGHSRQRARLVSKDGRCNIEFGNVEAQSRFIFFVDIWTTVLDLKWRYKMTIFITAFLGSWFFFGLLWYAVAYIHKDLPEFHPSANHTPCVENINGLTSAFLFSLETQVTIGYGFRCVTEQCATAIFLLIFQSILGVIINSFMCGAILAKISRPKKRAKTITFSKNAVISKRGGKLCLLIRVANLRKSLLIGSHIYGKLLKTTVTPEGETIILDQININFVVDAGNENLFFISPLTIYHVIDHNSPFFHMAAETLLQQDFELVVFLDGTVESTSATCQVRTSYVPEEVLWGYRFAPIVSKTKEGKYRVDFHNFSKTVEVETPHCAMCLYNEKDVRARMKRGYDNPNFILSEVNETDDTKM
bIAP inhibitor = intestinal alkaline phosphatase (bovine) inhibition | inhibition, % at 20 µM | 190,000 tested, under 10 active | purified bovine IAP, CDP-star luminescence, 30 min;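 active = over 50% inhibition of intestinal alkaline phosphatase at 20 µM in the single-dose screen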
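Assay system: bovine IAP enzyme; medium: DEA buffer 100 mM, pH 9.8, with MgCl2 1.0 mM, ZnCl2 0.02 mM; doses: 20 µM single dose; incubation: enzyme reaction for 30 min at room temperature; detection: CDP-star luminescence signal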
PPARg SRC1 recr = PPARgamma-driven SRC-1 recruitment agonism. P37231. PPARgamma-SRC-1 coactivator recruitment biochemical assay. activation, % at 8 µM. 0.41% of 200,000 active; in the data active = activation above about 19%;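 also: 0% = DMSO and 100% = reference agonist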
Redox H2O2 prof = compounds producing H2O2 with reducing agent – biochemical, NIH compound library profiling, artefact control for MLSCN library redox annotation, primary screen; DTT-dependent redox cycling H2O2, phenol red/HRP absorbance; 100% = 100 µM peroxide control, 0% = buffer; activation, % at 10 µM; 0.03% of 200,000 active;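 active = activation of at least 50% relative to the plate's high and low controls in the primary single-dose screen; inactive = activation below 50%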;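 also: compound incubated with DTT at 0.8 mM final as the reducing agent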
RAM network inh = yeast RAM network inhibition. S. cerevisiae dse1pr::URA3 reporter, 5-FOA growth OD615, 2 d; analog-sensitive cbk1-as2 kinase mutant strain. inhibition, % at 50 µM. 1.8% of 190,000 active. AID 868;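 active = inhibition above a set limit, 3 SD over mean compound inhibition, cut at about 8.4% in these data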;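 also: 0% = DMSO-only wells with no growth and 100% = 10 µM 1-NA-PP1 full growth; inhibition rescues growth on 5-FOA so higher OD means more RAM inhibition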
PPARg SRC3 recr = promotes SRC-3 coactivator recruitment by human PPARgamma; P37231; biochemical PPARgamma/SRC-3 coactivator recruitment assay; activation, % at 8 µM; 0.26% of 200,000 active; AID 731; in the data active = activation above about 23%;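 also: 0% = DMSO and 100% = reference agonist; some compounds past the cut are filed as inactive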
L major viab = reduces viability of Leishmania major promastigotes. resazurin fluorescence viability. inhibition, % at 10 µM. 9% of 200,000 active. AID 1063; in the data active = inhibition above about 50%;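 also: promastigotes grown with compound for 44 hours at 28 °C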
S1P3 antag = antagonists of human S1P3 receptor | inhibition, % at 4.98 µM | 0.27% of 170,000 active | Q99500 | CHO S1P3 NFAT-BLA reporter, FRET fluorescence, antagonist mode;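 active = inhibition above the plate cutoff, the mean inhibition of test wells on that plate plus 3 SD, cut at about 28% in these data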;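 also: cells challenged with S1P at its EC80 of 0.8 µM; blue over green emission ratio from cleaved BLA substrate after 4 h stimulation; 0% = S1P-stimulated wells and 100% = unstimulated DMSO-only wells; some compounds past the cut are filed as inactive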
Target sequence (Q99500 whole entry, looked up): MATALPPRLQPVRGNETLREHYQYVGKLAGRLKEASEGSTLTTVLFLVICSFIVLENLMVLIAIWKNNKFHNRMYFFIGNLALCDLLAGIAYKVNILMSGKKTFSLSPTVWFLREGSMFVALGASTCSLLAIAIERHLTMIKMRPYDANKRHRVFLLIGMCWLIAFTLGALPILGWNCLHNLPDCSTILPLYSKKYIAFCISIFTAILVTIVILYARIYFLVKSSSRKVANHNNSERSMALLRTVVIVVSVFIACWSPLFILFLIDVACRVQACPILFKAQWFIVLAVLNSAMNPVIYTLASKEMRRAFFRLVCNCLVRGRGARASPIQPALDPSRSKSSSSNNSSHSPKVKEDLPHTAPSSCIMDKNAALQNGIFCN
TR-FRET SRC-2 ct = flags TR-FRET format artefacts in PPARgamma SRC-2 recruitment agonist screen; TR-FRET artefact counter-screen; hits give high values; TR-FRET ratio at 8 µM; 0.4% of 200,000 active; AID 1049; in the data active = TR-FRET ratio above about 2000; also: inactives centre near 1500; reference of the scale not given here
Efa HMGR inh = blocks class II HMG-CoA reductase of Enterococcus faecalis | AID 1066 | 0.41% of 190,000 active | inhibition, % at 10 µM | purified E. faecalis HMGR, NADPH absorbance 340 nm kinetic;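 active = inhibition above a set limit, the median over all tested compounds plus 3 SD, cut at about 9.5% in these data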;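 also: enzyme runs in reverse so mevalonate oxidation gives rising NADPH absorbance; 0% = complete reaction with DMSO and 100% = background rate lacking mevalonate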
The depositor's hits bear a star; . = no result given; & = joins results of further samples.

SMILES	PPARg SRC-2 ag	ROMK primary	bIAP inhibitor	PPARg SRC1 recr	Redox H2O2 prof	RAM network inh	PPARg SRC3 recr	L major viab	S1P3 antag	TR-FRET SRC-2 ct	Efa HMGR inh
CC(=O)OCC(OC(C)=O)C(OC(C)=O)C(OC(C)=O)C(=O)Nc1ccccc1 (stereo not drawn)	1	-1	-11	-6	-0.3	1.4	1	-3	14	1465	3
CC1(C)CC(=O)/C(=C(\O)c2ccccc2)C(=NCCO)C1	1	0.93	4	-1	3.2	0.5	8	-8	.	1503	-1
CC(C)N(C(=O)Cn1cc(SCC(N)=O)c2ccccc21)C(C)C	6	0.22	6	8	-0.5	1.2	6	15	-8	1803	-8
CCOC(=O)c1[nH]c2ccccc2c1NC(=O)C(C)(C)C	6	.	12	-6	-0.7	3.1	-4	15	-41	1542	-2
Cn1c(-c2cccc([N+](=O)[O-])c2)cnc1NCc1ccc(C#N)cc1	1	-2.1	7	-2	-0.2	0.2	6	33	-11	1290	1
COc1ccc(S(=O)(=O)N2CCNC(=O)C2)cc1Br	-4	0.1	-4	6	-0.5	2.0	4	2	-15	1548	2
C=COCCNC(=S)N1CCOCCOCCN(C(=S)NCCOC=C)CCOCCOCC1	-1	-0.31	-6	7	-0.1	1.6	0	-4	-19	1681	3
Cc1cc(C)n2c(SCC#N)nnc2n1	4	.	13	2	-2.5	0.3	5	-9	-37	1581	-1
Cc1ccc(NC(=O)c2nccnc2C(=O)O)cc1C	-13	.	6	-4	-1.2	0.9	-8	0	.	1506	-2
CCOC(=O)C1(CCOc2ccccc2)CCN(Cc2ccc3nonc3c2)CC1	9	-1.9	5	7	-0.6	1.0	5	92*	18	1764	8
O=C(Nc1ccccc1)C1=C[C@@H](C2CC2)C[C@@H](OCCCCO)O1	0	.	6	4	-0.3	1.0	0	1	-20	1456	1
CCN(CC)C(=O)c1sc(NC(=O)c2cc(-c3ccc(C)s3)nc3ccccc23)c(C(=O)OC)c1C	12	0.41	1	8	-3.9	7.9	9	47	.	1713	-8
Cc1cc(Nc2ccccc2)c2c([N+](=O)[O-])cc(C)c(C)c2n1	8	.	-4	-1	-0.5	-0.6	10	-2	.	1705	-4
Cc1nn(-c2ccccc2)c(N2CCCC2)c1/C=N/NC(=O)c1cccc(S(=O)(=O)Nc2ccc(Cl)cc2)c1	3	.	-95	-9	0.4	5.9	4	52*	-9	1697	-2
CCOn1c(=O)c(-c2cccs2)[n+]([O-])c2ccccc21	-1	.	23	0	1.3	0.7	2	-4	.	1528	1
Cc1ccc(C(c2nnnn2C2CCCCC2)N2CCc3ccccc32)cc1 (stereo not drawn)	1	-0.44	3	5	-0.1	3.2	1	53*	21	1701	-8
O=C(CCS(=O)(=O)c1ccc(Br)cc1)N1CCN(Cc2ccccc2)CC1	8	.	2	5	-2.9	0.7	4	-2	0	1596	1
COc1ccc(OC)c(-c2csc(NC(=O)C3=NN(c4ccccc4)C(=O)CC3)n2)c1	-4	-0.028	-6	9	-0.4	5.0	5	37	-9	1753	-6
CN(CCCNC(=O)c1cc2c(=O)[nH]c3ccccc3c2n1C)Cc1ccccc1	2	-0.47	-9	6	9.6	-0.1	7	3	-3	1424	2
COc1ccccc1NC(=O)c1nn(-c2ccc(Cl)cc2)ccc1=O	6	.	2	6	2.0	2.1	11	-7	.	1773	-4
COc1ccc(OC)c(CN(CCCN2CCOCC2)S(=O)(=O)c2ccc(NC(C)=O)cc2)c1	2	.	3	5	-0.3	0.0	-2	-4	-9	1332	-3
COc1ccc(OCC(=O)Nc2cccc(NC(=O)c3ccco3)c2)cc1	-5	-0.13	13	-1	-1.1	-0.2	4	13	-13	1251	2
COc1cc(/C=C2/C(=O)c3cccc([N+](=O)[O-])c3C2=O)c(Br)cc1O	-8	.	6	6	1.0	1.3	2	100*	5	1480	4
CC1(C)OC(=O)C(=CNc2cccc(O)c2)C(=O)O1	-8	-0.036	6	3	2.7	0.7	3	-9	-16	1489	-1
O=C(Cc1cc(=O)[nH][nH]1)N/N=C/C=C/c1ccccc1	17&-6	.	-15&-19	0&4	-4.8&-4.2	0.5&2.6	15&4	72*	.	1817&1523	-1&-3

Next results follow:
SMILES	PPARg SRC-2 ag	ROMK primary	bIAP inhibitor	PPARg SRC1 recr	Redox H2O2 prof	RAM network inh	PPARg SRC3 recr	L major viab	S1P3 antag	TR-FRET SRC-2 ct	Efa HMGR inh
CCOc1ccc(CC(=O)Nc2sc(Cc3ccccc3)c(C)c2C(N)=O)cc1OCC	0	.	-8	-2	0.7	3.9	10	-6	.	1802	-9
O=C(CNc1ccc2c(c1)OCO2)N/N=C\c1cn(Cc2ccc(F)cc2)c2ccccc12	0	-0.81	5	4	1.4	4.1	1	36	7	1586	-5
CCc1ccc(C2CC(c3ccccc3)n3ncnc3N2)cc1 (stereo not drawn)	1	.	8	12	1.0	-0.9	2	0	.	1609	-5
CCOc1cc(C(=O)Nc2ccc(N3CCOCC3)cc2)cc(Br)c1OC	-4	3.8*	10	6	-0.6	4.9	2	14	6	1702	-7
CCCOc1ccc(C(CC(=O)O)NC(=O)CC(c2ccccc2)c2ccccc2)cc1 (stereo not drawn)	0	-0.68	-14	-5	0.6	0.5	0	-1	19	1553	4
O=C(N/C=N/OCc1cccc(C(F)(F)F)c1)N1OC[C@@H]2COc3ccc4ccccc4c3[C@@H]21	-1	.	9	-1	-1.6	2.7	7	92*	.	1436	-5
COc1cc(/C=C/c2ccc3cccc([N+](=O)[O-])c3n2)ccc1OCC#N	7	0.12	14	6	-0.3	2.2	4	6	3	1687	-4
CN(CC(=O)N1CCCC1)S(=O)(=O)c1cc(Cl)ccc1Cl	1	-0.15	1	-1	0.4	1.1	3	2	2	1423	-1
CN(C)S(=O)(=O)c1cc(C(=O)NCC2CCCO2)c(Cl)cc1Cl (stereo not drawn)	12	.	7	5	-0.3	0.9	7	-4	-6	1699	0
O=c1cc2ncc(-n3cc([N+](=O)[O-])cn3)cn2[nH]1	1	1.4	-12	-4	0.3	0.0	3	-6	-6	1587	-5
Cc1cccc(NC(=O)CSc2nnc(-c3ccc(S(=O)(=O)N4CCOCC4)cc3)n2C)c1	0	.	-2	0	2.5	7.9	1	0	-25	1290	3
COc1cc(NS(=O)(=O)c2ccc(N=Cc3c(C)[nH]n(-c4ccccc4)c3=O)cc2)nc(OC)n1	1	.	-5	8	1.6	0.8	3	-8	.	1595	1
Cc1cc2c(ccc3[nH]onc32)n1	-1	0.38	4	6	0.6	1.8	11	2	-4	1759	1
O=C(CCCc1ccccc1)NCCCN1CCOCC1	1	.	-1	1	1.2	0.0	-16	26	-7	1589	-2
Fc1cccc2sc(Nc3nc4cc5c(cc4s3)OCCO5)nc12	-2	-0.078	9	-7	0.2	3.1	0	49	-2	1682	-6
O=C(COC(=O)c1ccccc1[N+](=O)[O-])c1ccc(C2CCCCC2)cc1	9	.	38	8	1.2	7.1	3	-3	.	1574	-8
COc1ccccc1OCC(=O)Nc1ccc(CSc2ccccc2)cc1C	7	0.11	13	4	-0.1	18*	7	-3	.	1588	-3
CN(C)C(=O)c1ccc(-n2cccn2)nc1	11	-0.47	-7	5	1.0	-0.7	-1	-7	6	1480	3
CCC(C)CN1CCC(CO)(Cc2ccccc2Cl)CC1 (stereo not drawn)	7	-1	-19	3	0.5	1.1	-1	82*	-1	1560	0
CC(C)OC(=O)CSc1nnc(-c2ccccn2)n1C	5	.	2	5	0.1	0.3	13	-2	-11	1514	0
COC(=O)c1cc(=O)n(Cc2ccc(OC)cc2)c(=NCc2ccc(OC)cc2)s1	1	0.28	14	5	-0.3	4.0	3	7	-9	1815	3
CC1CCCN(C(=O)COc2ccc(NC(=O)c3cccs3)cc2)C1 (stereo not drawn)	-8	0.042	14	-2	-0.6	-1.0	-5	5	-13	1420	0
Cc1cc(N2CCC(C)CC2)nc(NCc2ccccc2)n1	1	-3.4	32	2	-0.2	2.7	4	86*	-10	1843	2
CCn1c(SCC(=O)Nc2nccs2)nnc1-c1ccc(C)cc1	6	.	8	1	1.0	3.1	8	0	3	1559	-9
COc1ccc2cc(C(=O)O)ccc2c1	-1	.	2	1	2.5	-1.2	2	-6	.	1518	0

Remaining list, next part.
SMILES	PPARg SRC-2 ag	ROMK primary	bIAP inhibitor	PPARg SRC1 recr	Redox H2O2 prof	RAM network inh	PPARg SRC3 recr	L major viab	S1P3 antag	TR-FRET SRC-2 ct	Efa HMGR inh
C/C(=N\NC(=O)c1ccccc1O)C1C(=O)c2ccccc2C1=O	-3	1	-7	2	0.2	2.6	-11	12	.	1342	0
CC(=O)c1cnc(SCc2ccc(Cl)cc2)nc1C	1	-0.89	8	-1	-0.7	2.0	-1	-5	-26	1779	-3
OC1(c2cccnc2)CCN(Cc2nnnn2C2CCCCC2)CC1	-1	.	-8	-5	0.2	-0.8	5	-4	6	1369	-4
O=C(NCc1ccccn1)c1ccc(COc2ccc(Cl)cc2)o1	1	-1.7	0	-3	2.6	0.7	-3	-4	5	1524	1
CCC(C)C(=O)Nc1nnc(SCC(=O)NC(C)(C)C)s1 (stereo not drawn)	4	0.26	-18	-2	0.0	0.3	-2	-5	-1	1718	-1
CC(NC(=O)c1ccccc1NC(=O)c1ccco1)c1ccccc1 (stereo not drawn)	12	0.18	12	8	0.4	2.5	16	2	-26	1710	0
c1ccc2oc(-c3[nH]ncc3CN(Cc3ccncc3)CC3CCCO3)cc2c1 (stereo not drawn)	8	0.05	-15	1	-0.5	2.4	3	4	3	1643	-3
O=C1c2ccccc2C(=O)N1CCCc1nc(-c2ccccn2)no1	5	.	11	2	-1.0	0.3	6	-5	-15	1362	-7
CCCS(=O)(=O)N1CCCC(C(=O)NCCc2ccc(Cl)cc2)C1 (stereo not drawn)	-2	.	-6	-2	3.8	4.6	2	5	-2	1463	0
CCC(C(=O)Nc1c[nH]c(=O)[nH]c1=O)c1ccccc1 (stereo not drawn)	1	0.39	14	-8	0.2	0.2	1	-5	2	1505	-2
COc1ccccc1C1CC(c2ccc(Cl)cc2)Nc2ncnn21 (stereo not drawn)	-6	.	3	-4	-0.2	0.8	5	40	26	1404	0
CC(C)Nc1nc(NC(C)C)nc(SCC(N)=O)n1	7	.	6	0	-0.2	0.3	6	-7	-3	1616	-5
CCN(CC)C(=S)Nc1ccc(C(=O)OC)cc1	-2	0.081	-1	-1	0.3	-0.3	0	9	-8	1395	-8
CC1=NN(c2ccc(C(=O)OC(C)C)cc2)C(=O)/C1=C\C=C\c1ccco1	5	-0.45	10	11	-0.1	3.8	0	76*	.	1605	-7
C/C(=N/O)c1c(O)c(C)c(-c2ccccc2)n(-c2ccccc2)c1=O	0	0.11	42	8	-0.8	4.1	6	13	9	1782	-4

Reprinted at random: 2 records from the list.
SMILES	PPARg SRC-2 ag	ROMK primary	bIAP inhibitor	PPARg SRC1 recr	Redox H2O2 prof	RAM network inh	PPARg SRC3 recr	L major viab	S1P3 antag	TR-FRET SRC-2 ct	Efa HMGR inh
CCN(CC)C(=S)Nc1ccc(C(=O)OC)cc1	-2	0.081	-1	-1	0.3	-0.3	0	9	-8	1395	-8
CCOC(=O)C1(CCOc2ccccc2)CCN(Cc2ccc3nonc3c2)CC1	9	-1.9	5	7	-0.6	1.0	5	92*	18	1764	8

Screening data deposited in PubChem by several laboratories.
